Screening data from PubChem BioAssay.
KCNQ1 inh – inhibitors of human KCNQ1 potassium channel; CHO-K1 KCNQ1, FluxOR thallium flux fluorescence; active compounds read high; B-score at 10 µM; 310,000 compounds, 1.3% hits; AID 2642;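 active = compounds whose thallium flux B-score, printed positive for inhibition, exceeds three library SD while starting fluorescence stays within three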;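 note: channel opened by potassium depolarization with thallium stimulus after 20 min compound exposure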
TRPC4 PAM – TRPC4 (mouse) allosteric potentiation; 310,000 compounds, 0.42% hits; B-score at 10 µM; Q9QUQ5; AID 2227; HEK293 TRPC4beta/mu-opioid, DAMGO EC20, Fluo-4 Ca2+ flux; active compounds read high;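 active = B-score of calcium response area above 5 SD of library B-scores, with initial fluorescence ratio within 5 SD of library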;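 note: B-score of integrated fluorescence ratio over time as area under calcium response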
Target sequence (Q9QUQ5 whole entry, looked up): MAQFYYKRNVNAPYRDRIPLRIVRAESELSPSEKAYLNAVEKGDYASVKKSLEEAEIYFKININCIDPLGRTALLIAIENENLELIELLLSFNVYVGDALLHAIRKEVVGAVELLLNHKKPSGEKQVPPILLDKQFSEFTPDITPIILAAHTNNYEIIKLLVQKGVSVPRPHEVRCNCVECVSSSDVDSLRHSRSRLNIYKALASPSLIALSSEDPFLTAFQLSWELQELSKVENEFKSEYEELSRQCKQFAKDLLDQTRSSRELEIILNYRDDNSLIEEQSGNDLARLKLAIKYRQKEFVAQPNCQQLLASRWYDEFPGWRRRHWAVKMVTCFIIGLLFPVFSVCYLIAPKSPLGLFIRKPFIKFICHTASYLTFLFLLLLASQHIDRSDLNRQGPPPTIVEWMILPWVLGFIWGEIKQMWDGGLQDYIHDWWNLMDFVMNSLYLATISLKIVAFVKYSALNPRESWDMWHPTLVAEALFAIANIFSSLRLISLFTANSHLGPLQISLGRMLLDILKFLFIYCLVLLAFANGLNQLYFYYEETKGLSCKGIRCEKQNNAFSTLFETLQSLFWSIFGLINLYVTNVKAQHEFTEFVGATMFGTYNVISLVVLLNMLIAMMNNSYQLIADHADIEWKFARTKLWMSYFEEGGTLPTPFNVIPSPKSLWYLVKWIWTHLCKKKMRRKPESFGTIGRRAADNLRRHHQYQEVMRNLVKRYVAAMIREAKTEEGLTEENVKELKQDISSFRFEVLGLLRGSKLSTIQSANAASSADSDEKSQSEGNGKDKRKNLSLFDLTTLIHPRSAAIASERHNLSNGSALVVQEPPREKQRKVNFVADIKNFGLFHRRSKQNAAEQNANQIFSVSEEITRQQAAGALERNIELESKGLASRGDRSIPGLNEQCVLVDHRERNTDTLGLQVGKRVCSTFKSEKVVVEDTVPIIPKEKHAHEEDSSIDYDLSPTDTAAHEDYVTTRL
ANO1 activ – activators or potentiators of mouse TMEM16A chloride channel. B-score at 10 µM. 340,000 compounds, 0.3% hits. Q8BHY3. HEK293 TMEM16A/YFP-H148Q/I152L, iodide quench fluorescence; active compounds read low;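 active = fluorescence-ratio B-score plate-corrected deviation score at least 3 library SD below zero, with starting fluorescence score within 5 deviations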;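 note: channel opened by trigger with iodide after compound preincubation; score built on the fluorescence ratio of max minus min over baseline; more negative score means more quench and so TMEM16A activation or potentiation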
KCNK3 inh – human KCNK3 channel inhibition, primary screen; 340,000 compounds, 0.84% hits; AID 602410; O14649; B-score at 10 µM; CHO-KCNK3 thallium flux, FluxOR fluorescence; active compounds read low;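 active = B-score under library mean minus 4 SD, starting fluorescence ratio at most library mean plus 5 SD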;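 note: more negative B-score means stronger inhibition of thallium flux through KCNK3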
HDAC3 inh – inhibitors of human histone deacetylase 3; recombinant HDAC3, fluorogenic peptide/trypsin coupled, fluorescence; O15379; 320,000 compounds, 0.15% hits; inhibition, % at 8.3 µM; AID 2718; in the data active = inhibition above about 26%, passing the limit was not always enough; inconclusive = no clear call, values can overlap the other calls
ANO1 block – blocks the mouse calcium-activated chloride channel TMEM16A; Q8BHY3; HEK293 TMEM16A/YFP iodide influx fluorescence, ionomycin; 310,000 compounds, 1.2% hits; normalized B-score (activity score, 25-100; higher = stronger inhibition) at 10 µM;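 active = ratio plate-corrected score three or more library SD toward inhibition, starting fluorescence score within five deviations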;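 note: score derived from kinetic fluorescence span divided by baseline fluorescence per well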
TRPC4 act – activators of mouse TRPC4 channel | Q9QUQ5 | HEK293 TRPC4beta/mu-opioid, Fluo4 calcium fluorescence; active compounds read high | B-score at 10 µM | 310,000 compounds, 0.49% hits;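 active = B-score above 5 SD of library B-scores, and initial fluorescence ratio not above library mean plus 5 SD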;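 note: positive B-score marks a calcium rise read as TRPC4 activation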
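Material: TRPC4beta and mu-opioid receptor HEK293 stable cells | Incubation: 45 min room-temperature Fluo4 loading, 110 s read | Detection: Kinetic Fluo4 calcium fluorescence | Measure: Integrated baseline-normalised fluorescence ratio, converted to per-well B score | Benchmarks: Low control buffer alone, high control maximal DAMGO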
KCNK9 inh – human KCNK9 channel inhibition. Q9NPC2. HEK293 KCNK9, FluxOR thallium flux fluorescence; active compounds read low. B-score at 10 µM. 310,000 compounds, 1.2% hits. AID 488922;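 active = ratio B-score over 3 SD below the library mean, with starting fluorescence within 5 SD of its mean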;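 note: negative B-score means less thallium flux so channel inhibition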
DYRK1A inh – Dyrk1A (rat) kinase inhibition | ADP-Glo luminescence, NFATc1 peptide | Q63470 | 310,000 compounds, 0.43% hits | inhibition, % at 12.5 µM; in the data active = inhibition above about 50%;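 note: plate controls were vehicle with enzyme for no effect and no enzyme for full effect; many of its hits are not listed in these tables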
hERG rescue – shields human hERG channel from block by proarrhythmic agents; activation (rescue from dofetilide block), less the hit threshold, % at 10 µM; Q12809; 310,000 compounds, 0.51% hits; CHO-hERG, FluxOR thallium flux, dofetilide IC70 present;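 active = activation above the mean of controls blocked by dofetilide plus 5 SD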;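 note: thallium influx through hERG after potassium depolarization seen as dye fluorescence rise; in these data hits start at about 4.7%; inactives centre near -7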
KCNQ1 act – potentiators or activators of human KCNQ1 potassium channel. P51787. CHO-K1 KCNQ1, thallium flux FluxOR fluorescence; active compounds read high. B-score at 10 µM. 310,000 compounds, 0.35% hits. AID 2648;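 active = fluorescence ratio B-score, a plate-corrected score, at least three library SD, with initial intensity B-score within 5 SD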
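Assay system: CHO-K1 cells stably expressing KCNQ1. Medium: assay buffer for compound exposure, DMSO matched across wells. Timing: 37 °C overnight plating, 90-min dark dye load, 20-min compound pretreatment. Signal: kinetic FluxOR fluorescence, 10 s baseline plus 110 s post-stimulus.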
* hit, by the source's call; i = inactive; ? = inconclusive; · = no result given.

1	CCOC(=O)N1CCC(NC(=O)c2cnn3c(C(F)(F)F)cc(-c4cccc(OC)c4)nc23)CC1
2	O=C(NCc1ccccc1)C1=C[C@H](c2csc3ccccc23)C[C@H](OCc2ccc(CO)cc2)O1
3	O=C(O)C1CCC(N2C(=O)C3C4CCC(C4)C3C2=O)CC1 (configuration not stated)
4	CCOC(=O)C1CCN(C(=O)C2(NC(=O)Nc3ccccc3C)CCCCC2)CC1
5	CCN(CC)S(=O)(=O)c1ccc(N2CCOCC2)c(NC(=O)c2ccc3c(c2)OCCO3)c1
6	CC(NC(=O)c1ccco1)C(c1cccs1)N1CCN(c2ccccc2)CC1 (configuration not stated)
7	CC(=O)c1ccc(N2CCN(C(=O)c3ccc(Cl)c(NC4=NC5CS(=O)(=O)CC5S4)c3)CC2)cc1 (configuration not stated)
8	Cc1ccccc1CSCCNC(=O)Nc1ccccc1
Compound	1	2	3	4	5	6	7	8
KCNQ1 inh	i	i	i	i	i	i	i	i
TRPC4 PAM	i	i	i	i	i	i	i	i
ANO1 activ	·	i	i	i	i	i	i	i
KCNK3 inh	·	i	i	i	i	i	i	i
HDAC3 inh	-4	9	-1	2	12	·	7	2
ANO1 block	i	i	i	i	i	i	i	i
TRPC4 act	i	i	i	i	i	i	i	i
KCNK9 inh	i	i	i	i	i	i	i	i
DYRK1A inh	·	4	-7	-1	9	-2	5	2
hERG rescue	-1	-7	-9	-7	-13	-13	-8	-9
KCNQ1 act	i	i	i	i	i	i	i	i

Just TRPC4 act (2 entries from above):
no.	structure	TRPC4 act
5	CCN(CC)S(=O)(=O)c1ccc(N2CCOCC2)c(NC(=O)c2ccc3c(c2)OCCO3)c1	i
6	CC(NC(=O)c1ccco1)C(c1cccs1)N1CCN(c2ccccc2)CC1 (configuration not stated)	i

The listing picks up; the 4 compounds before the break are reprinted first.
5	CCN(CC)S(=O)(=O)c1ccc(N2CCOCC2)c(NC(=O)c2ccc3c(c2)OCCO3)c1
6	CC(NC(=O)c1ccco1)C(c1cccs1)N1CCN(c2ccccc2)CC1 (configuration not stated)
7	CC(=O)c1ccc(N2CCN(C(=O)c3ccc(Cl)c(NC4=NC5CS(=O)(=O)CC5S4)c3)CC2)cc1 (configuration not stated)
8	Cc1ccccc1CSCCNC(=O)Nc1ccccc1
9	CN(CC(=O)NCc1ccccc1)Cc1ccc(Cl)cc1
10	Cn1c(=NC(=O)C2=NNC(=O)CC2)sc2ccccc21
11	O=C(O)c1ccc(-c2nc(-c3ccccc3)c(-c3cccs3)[nH]2)cc1
12	O=c1cc(Cc2nnc(SCc3ccccc3)n2-c2ccc(Cl)cc2)[nH]c(=O)[nH]1
13	O=C(COC(=O)c1ccccc1C(=O)N1CCN(c2ccccc2)CC1)Nc1ccc(F)cc1
14	O=C(Nc1ccc2c3c(cccc13)CC2)c1ccc(Br)o1
15	CN(C)S(=O)(=O)c1ccc2c(c1)Cc1cc(S(=O)(=O)N(C)C)ccc1-2
16	O=C(Nc1ccc(Cl)cc1)N1CCCN(c2ccc(C(F)(F)F)cc2[N+](=O)[O-])CC1
Compound	5	6	7	8	9	10	11	12	13	14	15	16
KCNQ1 inh	i	i	i	i	i	i	i	i	i	i	i	i
TRPC4 PAM	i	i	i	i	i	i	i	i	17*	i	i	i
ANO1 activ	i	i	i	i	i	i	i	i	i	i	i	i
KCNK3 inh	i	i	i	i	i	i	i	i	i	i	i	i
HDAC3 inh	12	·	7	2	-1	6	-140	-1	7	-4	-5	17
ANO1 block	i	i	i	i	i	i	i	i	i	i	i	i
TRPC4 act	i	i	i	i	i	i	i	i	i	i	i	i
KCNK9 inh	i	i	i	i	i	i	i	i	i	i	i	i
DYRK1A inh	9	-2	5	2	2	·	3	2	·	-2	-3	8
hERG rescue	-13	-13	-8	-9	-4	-7	-9	-5	-10	-3	0	-5
KCNQ1 act	i	i	i	i	i	i	i	i	i	i	i	i

17	CN(CC(=O)Nc1ccc(N2CCOCC2)cc1)C(=O)COc1ccccc1F
18	O=C(/C=C/NNC(=O)c1cccc(Br)c1)c1ccccc1
19	CCn1cc(C(=O)Nc2ncccc2O)c(=O)c2cc(F)c(N3CCN(C(=O)c4ccco4)CC3)cc21
20	COc1ccc(NC(=S)NNC(=O)COc2ccc(Cl)cc2Cl)cc1
21	O=C(NCc1ccco1)c1cnn2c(C(F)(F)F)cc(-c3ccccc3)nc12
22	O=C1Nc2ccccc2/C1=N\N=C\C1=C(N2CCOCC2)C(=C\c2ccccc2)/CC1
23	CSc1n[nH]c(=S)n1N
24	C/C(=N\NC(=O)c1c(Br)c(C)nn1C)c1cccc(NC(=O)c2ccccc2C)c1
Compound	17	18	19	20	21	22	23	24
KCNQ1 inh	i	i	i	i	i	i	i	i
TRPC4 PAM	i	i	i	i	i	i	i	i
ANO1 activ	i	i	i	i	i	i	i	i
KCNK3 inh	i	-9.9*	i	i	i	i	i	i
HDAC3 inh	1	6	0	?	0	-2	2	-1
ANO1 block	i	i	i	i	i	i	i	i
TRPC4 act	i	i	i	i	i	i	i	i
KCNK9 inh	i	-13*	i	i	i	i	i	i
DYRK1A inh	-6	1	-5	8	-2	7	7	4
hERG rescue	-14	-10	-9	-8	2	-13	-14	-9
KCNQ1 act	i	i	i	i	i	i	i	i

25	CC(C)(C)OC(=O)N1CCCC1C(=O)N1CCCC1C(=O)N1CCCC1C(=O)O (configuration not stated)
26	COCc1cc(C)nc(N/N=C/c2ccc(-c3ccc(Cl)cc3[N+](=O)[O-])o2)c1C#N
27	CC(C)C[C@@H](CO)NC(=O)CC[C@H](NC(=O)OC(C)(C)C)C(=O)N(Cc1ccccc1)Cc1ccccc1
28	CCOc1ccccc1C(=O)NCCNC(=O)c1ccccc1OCC
29	Cc1ccc(C2C(C#N)=C(N)Oc3c2c(=O)n(C)c(=O)n3C)cc1 (configuration not stated)
30	O=C(NCCc1ccccc1)c1ccc(=O)[nH]c1
31	O=C(CCCn1c(=O)[nH]c2ccsc2c1=O)Nc1ccc(F)cc1
32	CC(C)c1ccc(C2NC(=O)NC3=C2CCc2ccccc23)cc1 (configuration not stated)
Compound	25	26	27	28	29	30	31	32
KCNQ1 inh	i	i	i	i	i	i	i	i
TRPC4 PAM	i	i	i	i	i	i	i	i
ANO1 activ	i	i	i	i	i	i	i	i
KCNK3 inh	i	i	i	i	i	i	i	i
HDAC3 inh	·	·	12	4	1	1	0	-11
ANO1 block	·	·	i	i	i	i	i	i
TRPC4 act	i	i	i	i	i	i	i	i
KCNK9 inh	i	i	i	i	i	i	i	i
DYRK1A inh	1	-1	0	-2	2	-10	1	31
hERG rescue	-2	-7	-7	-10	-3	-2	-14	-15
KCNQ1 act	i	i	i	i	i	i	i	i

33	COCCn1c(CNc2ccc(F)cc2)nnc1SCC(=O)Nc1ccc(OC)cc1OC
34	CCc1ccc(CNC(=O)c2ccc3c(c2)NC(=O)C(N2CCOCC2)S3)cc1 (configuration not stated)
35	COc1ccc(Nc2oc(COc3ccccc3OC)nc2C#N)cc1
36	Cc1ccc(-c2csc(N3CCN(c4cc5c(cc4Cl)nc(C(C)N)n5CCCO)CC3)n2)cc1 (configuration not stated)
37	CCCNC(=O)N[C@@H](Cc1ccccc1)C(=O)OC
38	COc1cc(OC)cc(N(C(=O)CNC(=O)c2ccco2)C(C(=O)NCC2CCCO2)c2ccccc2)c1 (configuration not stated)
39	OCC[C@@H]1C[C@@H](O)[C@H](O)[C@@]2(CCc3ccccc3O2)O1
40	Cc1ccc(C(=O)NCCNS(=O)(=O)c2ccccc2)cc1
Compound	33	34	35	36	37	38	39	40
KCNQ1 inh	i	i	i	i	i	i	i	i
TRPC4 PAM	i	i	i	i	i	i	i	i
ANO1 activ	i	i	i	i	i	i	i	i
KCNK3 inh	i	i	i	i	i	i	i	i
HDAC3 inh	3	2	5	-5	?	-3	-1	-11
ANO1 block	i	i	i	i	i	i	i	i
TRPC4 act	i	i	i	i	i	i	i	i
KCNK9 inh	i	i	i	i	i	i	i	i
DYRK1A inh	0	0	-5	4	5	-2	-3	-2
hERG rescue	-8	-7	-10	-5	-9	-22	-1	-7
KCNQ1 act	i	i	i	i	i	i	i	i

41	COc1ccc(CCN2CC(C(=O)N3CCC(OC)CC3)CCC2=O)cc1 (configuration not stated)
42	O=C(c1ccco1)N1CCN(c2ncnc3scc(-c4cccs4)c23)CC1
43	O=C1c2ccccc2C(Nc2cccnc2)N1Cc1ccc2c(c1)OCO2 (configuration not stated)
44	O=C(NCc1ccc2c(c1)OCO2)C1CC(=O)N(C2CCCC2)C1 (configuration not stated)
45	CCOc1ccc(NC(=S)NCCCN2CCOCC2)cc1
46	CC(=O)c1c(C)[nH]c(C(=O)/C(C#N)=C/c2cccc(C)c2)c1C
47	Cc1ccc(NC(=O)c2cnc(SCC(=O)NCC3CCCO3)n(C)c2=O)cc1 (configuration not stated)
48	O=C(NCCc1ccc(Cl)cc1)c1cccs1
49	CCn1cc(C(=O)NCCCN2CCC(C)CC2)c(=O)c2cc(S(=O)(=O)N3CCCC3)ccc21
50	Cc1[nH]c2ccc(C(=O)N3CCCCC3)cc2c1C
Compound	41	42	43	44	45	46	47	48	49	50
KCNQ1 inh	i	i	i	i	i	i	i	i	i	i
TRPC4 PAM	i	i	i	i	i	i	i	i	i	i
ANO1 activ	i	i	i	i	i	i	i	i	i	i
KCNK3 inh	i	i	i	i	i	i	i	i	i	i
HDAC3 inh	-6	1	3	-7	11	5	4	-5	15	-1
ANO1 block	i	i	i	i	i	i	i	i	i	i
TRPC4 act	i	i	i	i	i	i	i	i	i	i
KCNK9 inh	i	i	i	i	i	i	i	i	i	i
DYRK1A inh	-5	-5	3	4	-4	1	2	-3	0	-6
hERG rescue	-11	-11	-10	-2	-9	-6	-6	-9	-6	-12
KCNQ1 act	i	i	i	i	i	i	i	i	i	i

Not all compounds are listed (hit frequency here may not be typical).
